DYRK1A inh = Dyrk1A (rat) kinase inhibition | ADP-Glo luminescence, NFATc1 peptide | inhibition, % at 12.5 µM | 310,000 compounds, 0.43% hits | AID 504441; in the data active = inhibition above about 50%;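 note: plate controls were vehicle with enzyme for no effect and no enzyme for full effect; many of its hits are not listed in these tables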
PolyA inhibitor = blocks polyadenylation in yeast reporter cells | S. cerevisiae SKY197-pL101 polyadenylation reporter, beta-gal luminescence; efflux-impaired pdr1/pdr3 knockout yeast; score 100 = 6 SD above DMSO | calls only at 12 µM | 300,000 compounds, 0.02% hits;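 active = lowest replicate activity score at least 50, where 100 means six control SD above control mean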;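 note: yeast exposed to compound for 9 h at 30 °C; higher score means more reporter readthrough which indicates perturbed polyadenylation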
GSK3A inh = human GSK-3 alpha kinase inhibition. ADP-Glo luminescence, 60 min. P49840. AID 2650. 320,000 compounds, 0.1% hits. inhibition, % at 10 µM;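 in the data active = inhibition above about 50%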;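 note: GST-tagged GSK-3 alpha with peptide substrate and 25 µM ATP; 0% = DMSO neutral wells and 100% = GW8510 positive control wells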
KCNQ1 act = potentiators or activators of human KCNQ1 potassium channel. 310,000 compounds, 0.35% hits. AID 2648. CHO-K1 KCNQ1, thallium flux FluxOR fluorescence; hits give high values. P51787. B-score at 10 µM;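 active = fluorescence ratio B-score, a plate-corrected score, at least three library SD, with initial intensity B-score within 5 SD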
Target sequence (P51787 whole entry, looked up): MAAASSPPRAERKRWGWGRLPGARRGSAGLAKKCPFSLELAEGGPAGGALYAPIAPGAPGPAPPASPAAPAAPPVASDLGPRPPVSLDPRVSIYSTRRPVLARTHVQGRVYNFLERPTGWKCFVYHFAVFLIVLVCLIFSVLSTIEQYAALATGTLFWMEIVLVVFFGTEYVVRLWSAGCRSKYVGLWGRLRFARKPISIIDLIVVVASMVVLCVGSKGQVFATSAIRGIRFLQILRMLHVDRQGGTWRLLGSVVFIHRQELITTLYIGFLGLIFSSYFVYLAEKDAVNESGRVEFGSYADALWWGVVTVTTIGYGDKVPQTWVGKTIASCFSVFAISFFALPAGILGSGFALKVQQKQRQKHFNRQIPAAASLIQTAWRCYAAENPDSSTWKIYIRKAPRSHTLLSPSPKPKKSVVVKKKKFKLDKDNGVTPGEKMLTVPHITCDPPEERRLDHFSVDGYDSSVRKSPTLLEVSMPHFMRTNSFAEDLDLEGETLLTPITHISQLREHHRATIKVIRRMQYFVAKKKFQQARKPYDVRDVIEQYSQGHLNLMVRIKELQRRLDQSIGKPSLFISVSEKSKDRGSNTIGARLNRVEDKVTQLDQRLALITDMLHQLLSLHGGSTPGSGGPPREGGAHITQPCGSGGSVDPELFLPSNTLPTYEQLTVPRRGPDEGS
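Test system: CHO-K1 cells stably expressing KCNQ1 / Medium: assay buffer / Also added: depolarizing K+/Tl+ stimulus, K2SO4 and Tl2SO4 each 12.5 mM in 5x stock / Incubation: 90 min dye loading and 20 min compound exposure, both at room temperature / Signal: thallium influx via FluxOR fluorescence, kinetic imaging / Evaluation: B score of baseline-normalized fluorescence ratio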
KCNQ1 block = blocks the human KCNQ1 potassium channel. P51787. CHO-K1 KCNQ1, FluxOR thallium flux fluorescence; hits give high values. B-score at 10 µM. 310,000 compounds, 1.3% hits. AID 2642;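 active = compounds whose thallium flux B-score, printed positive for inhibition, exceeds three library SD while starting fluorescence stays within three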;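 note: channel opened by potassium depolarization with thallium stimulus after 20 min compound exposure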
RGS4 act = RGS4 potentiation or activation. 310,000 compounds, 0.92% hits. HEK293 M3R/inducible RGS4, carbachol calcium flux Fluo4; hits give low values. B-score at 10 µM;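 active = B-score of the integrated calcium signal more than 4 SD below the library mean, with starting fluorescence not abnormally high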;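 note: negative B-score means reduced calcium response which marks RGS4 activation or potentiation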
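test system = HEK293 cells with stable M3R and inducible RGS4 | schedule = recording 10 s baseline at 1 Hz, 100 s post-agonist | technique = Fluo4-AM (2 µM) calcium-flux fluorescence, kinetic read | measure = Agonist-evoked peak-minus-minimum fluorescence over baseline, integrated ratio, B score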
hERG rescue = compounds protecting human hERG from proarrhythmic drug block | Q12809 | CHO-hERG, FluxOR thallium flux, dofetilide IC70 present | activation (rescue from dofetilide block), less the hit threshold, % at 10 µM | 310,000 compounds, 0.51% hits | AID 1511;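 active = activation above the mean of controls blocked by dofetilide plus 5 SD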;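 note: thallium influx through hERG after potassium depolarization seen as dye fluorescence rise; in these data hits start at about 4.7%; inactives centre near -7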
GSK3B inh = human GSK3beta kinase inhibition; GST-GSK3beta kinase, ADP-Glo luminescence, 60 min; hits give low values; activity score (negative = inhibition), % at 10 µM; AID 2097; 300,000 compounds, 0.038% hits; P49841;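 active = more than half of replicate wells score below -50%, meaning over 50% inhibition versus plate controls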;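 note: 0% = median DMSO wells and -100% = median GW8510 positive control wells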
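Test system – GST-tagged human GSK3beta kinase, cell-free · Incubation – 60 min enzyme reaction, room temperature · Signal – ADP-Glo luminescence · Also added – peptide substrate and ATP at 25 µM · Controls – DMSO neutral wells and GW8510 at 20 µM as positive · Buffer or medium – Tris/MgCl2 kinase buffer · Measure – Luminescence-derived activity versus plate DMSO and GW8510 wells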
KCNK9 inh = blocks the human KCNK9 two-pore domain potassium channel; Q9NPC2; HEK293 KCNK9, FluxOR thallium flux fluorescence; hits give low values; B-score at 10 µM; 310,000 compounds, 1.2% hits;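 active = ratio B-score over 3 SD below the library mean, with starting fluorescence within 5 SD of its mean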;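 note: negative B-score means less thallium flux so channel inhibition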
KCNK3 block = human KCNK3 channel inhibition, primary screen. O14649. B-score at 10 µM. 340,000 compounds, 0.84% hits. AID 602410. CHO-KCNK3 thallium flux, FluxOR fluorescence; hits give low values;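 active = B-score under library mean minus 4 SD, starting fluorescence ratio at most library mean plus 5 SD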;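 note: more negative B-score means stronger inhibition of thallium flux through KCNK3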
Target sequence (O14649 whole entry, looked up): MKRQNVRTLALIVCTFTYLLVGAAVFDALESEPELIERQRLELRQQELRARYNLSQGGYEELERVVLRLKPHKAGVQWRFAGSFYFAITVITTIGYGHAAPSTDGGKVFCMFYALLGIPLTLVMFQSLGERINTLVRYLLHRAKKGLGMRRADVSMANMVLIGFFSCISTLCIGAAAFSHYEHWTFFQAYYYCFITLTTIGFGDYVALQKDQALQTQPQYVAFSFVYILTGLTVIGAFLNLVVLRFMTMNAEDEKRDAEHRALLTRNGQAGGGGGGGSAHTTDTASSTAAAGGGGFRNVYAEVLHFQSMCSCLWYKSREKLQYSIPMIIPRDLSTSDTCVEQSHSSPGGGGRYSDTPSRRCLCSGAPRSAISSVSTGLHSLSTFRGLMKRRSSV
RGS4 block = inhibitors of human RGS4; P49798; HEK293 M3R/RGS4 inducible, Fluo-4 calcium flux; hits give high values; triggered by carbachol at its EC20; B-score at 10 µM; 310,000 compounds, 0.45% hits; AID 463165;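 active = B-score, a plate-corrected calcium signal, over three deviations above library mean, with baseline fluorescence within five deviations of library mean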;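 note: RGS4 expression induced by doxycycline in cells with stable M3 receptor; B-score is computed from the integrated fluorescence ratio over baseline after carbachol; higher B-score means a larger calcium signal and so more RGS4 inhibition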
The depositor's hits bear a star.

For Cc1ccc(N2CC(C(=O)Nc3nnc(SCC(N)=O)s3)CC2=O)cc1C (configuration not stated) the results were DYRK1A inh -4, PolyA inhibitor inactive, GSK3A inh 1, KCNQ1 act inactive, KCNQ1 block inactive, RGS4 act inactive, hERG rescue -6, GSK3B inh -3, KCNK9 inh inactive, KCNK3 block inactive and RGS4 block inactive.
Screening CCc1ccccc1NC(=O)[C@@H]1CCC(=O)N1C1OC(=O)c2ccccc21 (some centres not stated) returned DYRK1A inh 12, PolyA inhibitor inactive, GSK3A inh 1, KCNQ1 act inactive, KCNQ1 block inactive, RGS4 act inactive, hERG rescue -9, GSK3B inh -1, KCNK9 inh inactive, KCNK3 block inactive and RGS4 block inactive.
CS(=O)(=O)Nc1nc2ccccc2[nH]1 was read as DYRK1A inh 4, PolyA inhibitor inactive, GSK3A inh 0, KCNQ1 act inactive, KCNQ1 block inactive, RGS4 act inactive, hERG rescue -4, GSK3B inh 1, KCNK9 inh inactive, KCNK3 block inactive and RGS4 block inactive.
CC1CCCCN1C(=O)CSc1nc2ncccc2[nH]1 (configuration not stated) was read as DYRK1A inh 4, PolyA inhibitor inactive, GSK3A inh 0, KCNQ1 act inactive, KCNQ1 block inactive, RGS4 act inactive, hERG rescue -8, GSK3B inh 1, KCNK9 inh inactive, KCNK3 block inactive and RGS4 block inactive.
`COc1cccc(CC(=O)Nc2ccc(-c3csc(C)n3)cc2)c1` gave DYRK1A inh 5, PolyA inhibitor inactive, GSK3A inh 1, KCNQ1 act inactive, KCNQ1 block inactive, RGS4 act inactive, hERG rescue -12, GSK3B inh 6, KCNK9 inh inactive, KCNK3 block inactive and RGS4 block inactive.
For CC(C)Cc1nc(N2CCN(C(=O)c3ccccc3)CC2)c(C#N)c2c1CCC2 the results were DYRK1A inh -4, PolyA inhibitor inactive, GSK3A inh -2, KCNQ1 act inactive, KCNQ1 block inactive, RGS4 act inactive, hERG rescue -17, GSK3B inh -4, KCNK9 inh inactive, KCNK3 block inactive and RGS4 block inactive.
For COC(=O)c1cccnc1Oc1ccccc1 the results were DYRK1A inh 2, PolyA inhibitor inactive, GSK3A inh -1, KCNQ1 act inactive, KCNQ1 block inactive, RGS4 act inactive, hERG rescue -10, GSK3B inh 1, KCNK9 inh inactive, KCNK3 block inactive and RGS4 block inactive.
For Cc1cccc(C)c1NC(=O)Nc1cccs1 the results were DYRK1A inh 12, PolyA inhibitor inactive, GSK3A inh 8, KCNQ1 act inactive, KCNQ1 block inactive, RGS4 act inactive, hERG rescue -3, GSK3B inh 0, KCNK9 inh inactive, KCNK3 block inactive and RGS4 block inactive.
Screening O=C1/C(=C\c2cccs2)Sc2ccc3ccccc3c21 returned DYRK1A inh -1, GSK3A inh -2, KCNQ1 act inactive, KCNQ1 block inactive, RGS4 act inactive, hERG rescue -5, GSK3B inh 3, KCNK9 inh inactive, KCNK3 block inactive and RGS4 block inactive.
For Cc1cc(-c2ccc([N+](=O)[O-])cc2)nc2ccccc12 the results were PolyA inhibitor inactive, GSK3A inh -1, KCNQ1 act inactive, KCNQ1 block inactive, RGS4 act inactive, hERG rescue -4, GSK3B inh 1, KCNK9 inh inactive, KCNK3 block inactive and RGS4 block inactive.
For Cc1onc(-c2ccccc2)c1C(=O)Oc1ccccc1 the results were PolyA inhibitor inactive, GSK3A inh -1, KCNQ1 act inactive, KCNQ1 block inactive, RGS4 act inactive, hERG rescue -2, GSK3B inh 2, KCNK9 inh inactive, KCNK3 block inactive and RGS4 block inactive.
Screening Cc1ccc(C(=O)Nc2c(C)cc(-c3ccc(Cl)cc3)oc2=O)cc1 returned DYRK1A inh 6, PolyA inhibitor inactive, GSK3A inh 0, KCNQ1 act inactive, KCNQ1 block inactive, RGS4 act inactive, hERG rescue -5, GSK3B inh 2, KCNK9 inh inactive, KCNK3 block inactive and RGS4 block inactive.
For COc1ccc(-c2nc(CS(=O)CC(=O)NCc3ccccc3)c(C)o2)cc1OC (configuration not stated) the results were DYRK1A inh -10, PolyA inhibitor inactive, GSK3A inh 0, KCNQ1 act inactive, KCNQ1 block inactive, RGS4 act inactive, hERG rescue -10, GSK3B inh 0, KCNK9 inh inactive, KCNK3 block inactive and RGS4 block inactive.
COc1ccc(Cl)cc1-n1c(=S)sc2c(=O)n(-c3ccc(F)cc3)c(SCC(=O)O)nc21 was read as DYRK1A inh -1, PolyA inhibitor inactive, GSK3A inh -4, KCNQ1 act inactive, KCNQ1 block inactive, RGS4 act inactive, hERG rescue -6, GSK3B inh 5, KCNK9 inh inactive, KCNK3 block inactive and RGS4 block inactive.
Screening Cc1csc(NC(=O)C2CSC3(C)CCC(=O)N23)n1 (configuration not stated) returned DYRK1A inh -2, PolyA inhibitor inactive, GSK3A inh -2, KCNQ1 act inactive, KCNQ1 block inactive, RGS4 act inactive, hERG rescue -12, GSK3B inh 1, KCNK9 inh inactive, KCNK3 block inactive and RGS4 block inactive.
For Cc1cccc(C)c1OCC(O)Cn1ccnc1C (configuration not stated) the results were DYRK1A inh 2, GSK3A inh 2, KCNQ1 act inactive, KCNQ1 block inactive, RGS4 act inactive, hERG rescue -9, GSK3B inh -2, KCNK9 inh inactive, KCNK3 block inactive and RGS4 block inactive.
Screening CC(=O)C1=C(O)C(=O)N(c2ccc(Br)cc2)C1c1cccc([N+](=O)[O-])c1 (configuration not stated) returned DYRK1A inh -1, PolyA inhibitor inactive, GSK3A inh -3, KCNQ1 act inactive, KCNQ1 block inactive, RGS4 act inactive, hERG rescue -6, GSK3B inh 4, KCNK9 inh inactive, KCNK3 block inactive and RGS4 block inactive.
Screening Cc1cc(S(=O)(=O)Nc2ccc(C(=O)NCC(c3ccccc3)N(C)C)cc2)ccc1F (configuration not stated) returned DYRK1A inh -2, PolyA inhibitor inactive, GSK3A inh -3, KCNQ1 act inactive, KCNQ1 block inactive, RGS4 act inactive, hERG rescue -14, GSK3B inh 3, KCNK9 inh inactive, KCNK3 block inactive and RGS4 block inactive.
For CCCCNC(=S)N1CCN(CC)CC1 the results were DYRK1A inh 0, PolyA inhibitor inactive, GSK3A inh -1, KCNQ1 act inactive, KCNQ1 block inactive, RGS4 act inactive, hERG rescue -4, GSK3B inh 1, KCNK9 inh inactive, KCNK3 block inactive and RGS4 block inactive.
Screening O=C(O)CN=C(NS(=O)(=O)c1ccc(Cl)cc1)c1ccc(F)cc1 returned DYRK1A inh 0, PolyA inhibitor inactive, GSK3A inh -4, KCNQ1 act inactive, KCNQ1 block inactive, RGS4 act inactive, hERG rescue -13, GSK3B inh 2, KCNK9 inh inactive, KCNK3 block inactive and RGS4 block inactive.
`O=C(Nc1cccc(Cl)c1N1CCOCC1)c1cccs1` gave DYRK1A inh -10, PolyA inhibitor inactive, GSK3A inh 4, KCNQ1 act inactive, KCNQ1 block inactive, RGS4 act inactive, hERG rescue -10, GSK3B inh 1, KCNK9 inh inactive, KCNK3 block inactive and RGS4 block inactive.
Screening COc1cc(/C=C2/OC(=O)c3cc([N+](=O)[O-])ccc32)cc(OC)c1OC returned DYRK1A inh 7, PolyA inhibitor inactive, GSK3A inh 1, KCNQ1 act inactive, KCNQ1 block inactive, RGS4 act inactive, hERG rescue 11*, GSK3B inh 2, KCNK9 inh inactive, KCNK3 block inactive and RGS4 block inactive.
Screening O=C(CSc1nccc(=O)[nH]1)N1CCOCC1 returned DYRK1A inh -1, PolyA inhibitor inactive, GSK3A inh 0, KCNQ1 act inactive, KCNQ1 block inactive, RGS4 act inactive, hERG rescue -7, GSK3B inh -1, KCNK9 inh inactive, KCNK3 block inactive and RGS4 block inactive.
COC(=O)c1cc2c([nH]c3ccccc32)c(C)n1 was read as PolyA inhibitor inactive, KCNQ1 act inactive, KCNQ1 block inactive, RGS4 act inactive, hERG rescue -9, GSK3B inh 1, KCNK9 inh inactive and RGS4 block inactive.
Screening COCCNC(=O)CSc1ccc(Cl)cc1 returned DYRK1A inh -5, PolyA inhibitor inactive, GSK3A inh 13, KCNQ1 act inactive, KCNQ1 block inactive, RGS4 act inactive, hERG rescue -6, GSK3B inh 8, KCNK9 inh inactive, KCNK3 block inactive and RGS4 block inactive.
Cc1ccc(NC(=S)NC(NC(=O)Cc2cccc3ccccc23)C(Cl)(Cl)Cl)cc1 (configuration not stated) was read as DYRK1A inh 1, PolyA inhibitor inactive, GSK3A inh -1, KCNQ1 act inactive, KCNQ1 block inactive, RGS4 act inactive, hERG rescue -6, GSK3B inh 1, KCNK9 inh inactive, KCNK3 block inactive and RGS4 block inactive.
CC(C)P(=O)(c1cccc(C(=O)O)c1)C(C)C was read as DYRK1A inh -9, PolyA inhibitor inactive, GSK3A inh -1, KCNQ1 act inactive, KCNQ1 block inactive, RGS4 act inactive, hERG rescue -10, GSK3B inh 2, KCNK9 inh inactive, KCNK3 block inactive and RGS4 block inactive.
For CCc1cc[n+](-c2nc3ccccc3nc2C(=C=[N-])C#N)cc1 the results were DYRK1A inh 2, PolyA inhibitor inactive, GSK3A inh 0, KCNQ1 act inactive, KCNQ1 block inactive, RGS4 act inactive, hERG rescue -11, GSK3B inh 0, KCNK9 inh inactive, KCNK3 block inactive and RGS4 block inactive.
`COc1ccc(OC)c(CNC(=O)C2CCN(C(=O)N(C)C)CC2)c1` gave DYRK1A inh 5, PolyA inhibitor inactive, GSK3A inh 0, KCNQ1 act inactive, KCNQ1 block inactive, RGS4 act inactive, hERG rescue -10, GSK3B inh 2, KCNK9 inh inactive, KCNK3 block inactive and RGS4 block inactive.
`COc1ccccc1/C=C1\SC(=S)N(CCC(=O)NCCCN2CCOCC2)C1=O` gave DYRK1A inh 3, PolyA inhibitor inactive, GSK3A inh 0, KCNQ1 act inactive, KCNQ1 block inactive, RGS4 act inactive, hERG rescue -11, GSK3B inh -2, KCNK9 inh inactive, KCNK3 block inactive and RGS4 block inactive.

Screening data: PubChem, several laboratories

The list is partial; count on the stated rates, not on these rows.
